# Screening data (PubChem)
# HepG2 tox = kills HepG2 cells in TGF-b inhibitor counter-screen. Potency, µM (titrated, usually from 46.1 µM), inactives show at the top dose activity change, negative = cytotoxicity, hits mostly cytotoxic. 0.76% of 410,000 active. HepG2 CAGA-GFP viability, ATP luminescence, 18 h; further: potency means the concentration at half of the fitted maximal effect; some results filed as inactive show a strong effect at the top dose
#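 CellTiter-Glo luminescence gave cytotoxicity after 18 hours at 37 degrees C. The cells were HepG2 CAGA-GFP in 1% FBS DMEM, stimulated with 500 pg/mL TGF-beta after compound addition. %Activity was normalised to no-cell wells (complete cell-killing) and DMSO (no toxicity), and curves were fitted and classified.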
# A549 tox = A549 cytotoxicity, counter-screen for Nrf2 inhibitors. A549 ARE-Fluc cells, CellTiter-Fluor viability, 18-24 h. Potency, µM (titrated, usually from 46 µM), for inactives: at the top dose activity change, negative = cytotoxicity, actives largely listed as inhibitors. 0.16% of 390,000 active. AID 504648; further: potency means the concentration at half of the fitted maximal effect; on the % scale 0 is the no-effect control and ±100 the full control effect
#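 A549 ARE-Fluc cells in 5% FBS OPTI-MEM, 5000 cells/well, rested 2 h then exposed to compounds in concentration-response for 18-24 h at 37 °C. Viability by CellTiter-Fluor fluorescence (Ex 405/Em 525) after 30 min; luciferase luminescence (BugLite, 15 min, RT) read afterwards.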
# Nrf2 activator = activators of Nrf2 (ARE) signaling | AREc32 ARE-luciferase reporter (MCF7-derived line), luminescence, 24 h | Potency, µM (doses to about 46.1 µM), for the others: at the highest dose activation, actives largely listed as activators | AID 624171 | 0.31% of 410,000 active; further: potency means the concentration at half of the fitted maximal effect; % of control where 0% means no effect; nearly all actives have a fitted effect of over 65% in size
#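 Each well held 1000 AREc32 cells, which were incubated with compound for 24 hr at 37 deg C after overnight attachment, and ARE reporter activity was quantified by firefly luciferase luminescence.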
# ATXN viability = viability counter-screen for ATXN expression inhibitors | S2 cells (HEK-293 line with an ATXN2-luciferase reporter) viability, CellTiter-Fluor protease fluorescence, 24 h | Potency, µM (doses to about 56.7 µM), usual class: cytotoxic | 0.49% of 400,000 active | AID 651635; further: potency means the concentration at half of the fitted maximal effect; nearly all actives have a fitted effect of over 40% in size
# MCF10A rerep = induces DNA re-replication in MCF 10a normal breast cells; MCF 10A DNA re-replication, Hoechst nuclear intensity, 48 h; AID 624296; Potency, µM (titrated, usually from 46.1 µM), without a hit: at the top dose activity, positive = re-replication, most hits filed as activators; 2.9% of 350,000 active; further: potency means the concentration at half of the fitted maximal effect; % of control where 0% means no effect; nearly all actives have a fitted effect of over 50% in size
# TGFb inhibitor = inhibitors of TGF-b signaling. HepG2 CAGA-GFP TGF-b/SMAD3 reporter, GFP fluorescence, 18 h; TGF-beta stimulated, 500 pg/mL final. Potency, µM (highest dose often 46.1 µM), for the others: at the top dose activity, negative = inhibition, most hits filed as inhibitors. 1.2% of 410,000 active. AID 588855; further: potency means the concentration at half of the fitted maximal effect; on the % scale 0 is the no-effect control and ±100 the full control effect; nearly all actives have a fitted effect of over 65% in size
#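 Inhibition was scored as loss of TGF-beta-induced (500 pg/mL final, 18 hours, 37 degrees C) GFP in HEPG2 cells carrying a CAGA-GFP reporter, in DMEM with 1% FBS. Well GFP was summed per cell; Activity was normalised to unstimulated and stimulated DMSO wells, then concentration-response fitting.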
# IL1B secr inh = inhibitors of inflammasome signaling (IL-1 beta secretion); activity change, % at 57.5 µM; THP-1 LPS/ATP IL-1B secretion, AlphaLISA, 16 h; stronger effect = lower value; 4.7% of 360,000 active; AID 743279; in the data active means activity change below about -50%; inconclusive means mostly about -30% to -49%; further: on the % scale 0 is the no-effect control and ±100 the full control effect
#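 THP-1 cells pretreated 1 hr with compounds (up to 57.5 uM final), then stimulated with LPS (250 ng/mL final) plus ATP (1.25 mM final); secreted IL-1B measured by AlphaLISA after 16 hr, decreased signal indicating inhibition.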
# Nrf2 inh = inhibitors of Nrf2 signaling; A549 ARE-Fluc reporter, luciferase luminescence, 18-24 h; Potency, µM (series often up to 46 µM), inactives show at the highest dose activity change, negative = inhibition, hits mostly inhibitors; 2.1% of 360,000 active; AID 504444; further: potency means the concentration at half of the fitted maximal effect; on the % scale 0 is the no-effect control and ±100 the full control effect; nearly all actives have a fitted effect of over 60% in size
#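 Cells were seeded and rested 2 h, then exposed to compounds for 18-24 h. CellTiter-Fluor was read first as a viability measure. BugLite was added 15 min before the final luminescent read of ARE-luciferase activity in A549 cells.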
# ATXN2 expr inh = reduces ATXN2 reporter expression in HEK-293 cells | HEK-293 ATXN2-luciferase reporter, luminescence, 24 h | Potency, µM (highest dose often 57 µM), without a hit: at the highest dose activity change, negative = inhibition, usual class: inhibitors | 0.72% of 360,000 active; further: potency means the concentration at half of the fitted maximal effect; on the % scale 0 is the no-effect control and ±100 the full control effect; nearly all actives have a fitted effect of over 55% in size
#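 qHTS (up to 57 uM final) was run with 24 h compound exposure of reporter cells at 37 °C. Each well was multiplexed: SteadyGlo luminescence measured ATXN2-luciferase expression after a fluorogenic Gly-Phe-AFC viability readout (25 uM final).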
# Starred values were filed as active, the others as inactive; i = inactive; u = inconclusive; x = no result given; & = joins results of further samples; [ ] = remark or other dose. Unless noted, the call rests on the fitted dose curve; in most records, active means well fitted curve in the direction sought with a large enough effect; inconclusive means small, poorly fitted or top-dose-only effect, or another doubt; inactive means no such curve, though single readings can be large; an effect the other way counts as inactive or inconclusive. Outcome played no part in choosing rows. About 8.8% of those tested had a hit in this group.
# Below each compound – IL1B secr inh	ATXN2 expr inh	Nrf2 activator	Nrf2 inh	A549 tox	ATXN viability	HepG2 tox	MCF10A rerep	TGFb inhibitor
> CCOc1cccc2cc(C(=O)Nc3nccs3)c(=O)oc12
    -0.3	5.8%	-0.1%	2.2%	-2.4%	i	-4.6%	-2.0%	-1.2%
> Cc1ccc(NC(=O)Cn2nc(C)c3nn(-c4ccc(Cl)cc4)c(C)c3c2=O)cc1F
    x	x	-0.2%	x	-18.9%	x	-19.5%	x	-31.1%
> COc1cc(C(=O)c2ccccc2)c([N+](=O)[O-])cc1OC
    0.0	x	0.4%	12.7%	2.2%	i	-7.8%	4.9%	-8.8%
> C#CCSc1nnc(-c2ccc(C)cc2)o1
    24.9	45.7%[activator]	15.1%	u	-13.2%	i	-12.4%	x	1.8%
> O=S(=O)(c1ccc(Cl)cc1Cl)n1ccnc1
    x	0.6%	-0.4%	-4.3%	2.8%	i	-3.9%	x	-2.7%
> CCOC(=O)C1=CN(Cc2cccc(Br)c2)S(=O)(=O)N(C)C1C (stereo not given)
    15.0	-3.0%	4.4%	-17.1%	-1.7%	i	-20.2%	17.4%	-11.9%
> COc1ccc(Cn2c(C)c(C)c(C#N)c2NC(=O)Nc2ccc(F)cc2)cc1
    31.5	-5.9%	-0.6%	2.3%	-7.5%	i	-32.2%	19.5%	-7.3%
> CCCCCC(=O)Nc1cccc(C2=NOC3(C2)C[C@@H](C(N)=O)N(C(=O)c2ccc(OC)cc2)C3)c1 (stereo not given in full)
    -16.9	7.3%	0.7%	6.1%	9.4%	i	-4.8%	19.5%	0.9%
> CC(=O)NC1C(=O)N(CCc2ccccc2)c2ccc(Br)cc21 (stereo not given)
    9.0	0.6%	0.1%	-2.1%	6.1%	i	12.2%	26.7%	u
> COc1ccc(-c2cc(C(=O)OCc3ccccn3)c3ccccc3n2)cc1
    -4.2	-11.5%	1.8%	-28.7%	3.1%	i	-43.5%	u	-11.8%
> CN(C)S(=O)(=O)c1cccc(NC(=O)COC(=O)c2cccnc2Cl)c1
    -3.2	4.4%	-0.5%	-2.1%	2.0%	i	2.5%	1.6%	5.2%
> O=C1C=CC(=O)N1
    -12.0	-12.7%	2.8%	-4.9%	-3.3%	u	-71.2%	66.3%	u
> Cc1ccc2c(c1)c1c(n2CCc2ccc(C)nc2)CCN(C)C1
    x	-6.6%&-17.8%	-0.5%	u	u	i	3.8%	3.6%	5.1%
> CC(C)c1ccc(S(=O)(=O)N2CCN(C(=O)CN3C(=O)NC4(CCCC4)C3=O)CC2)cc1
    -7.6	6.2%	-1.0%	-2.8%	-0.8%	i	0.9%	-3.0%	0.5%
> Cc1ccc(-c2ccc(=O)n(CC(=O)NCC3COCCO3)n2)cc1 (stereo not given)
    -4.0	-0.6%	0.3%	4.5%	-8.3%	i	4.6%	-3.7%	-2.8%
> CCOc1ccc(/C=C(\C#N)C(=O)Nc2sc3c(c2C(=O)OC)CCC3)cc1OC
    x	6.4%	-0.2%	8.5%	0.4%	i	-4.1%	x	0.1%
> CCOc1ccc(N2C(=O)Nc3ccc(Br)cc3C2(O)C(=O)NC(C)C)cc1 (stereo not given)
    21.7	-23.5%	-0.5%	1.2%	-2.1%	u	1.6%	0.3%	0.0%
> Cc1nnc(-c2ccccc2)nc1N(C)C
    -1.4	-3.0%	2.4%	14.1%	-0.1%	i	-4.4%	-0.1%	-12.5%
> COc1ccccc1NC(=S)N=Nc1c(O)[nH]c2ccc(Br)cc12
    0.0	x	4.9%	u	-23.7%	u	11.4%	u	u
> CCN(CCCNC(=O)c1cc2c(Cl)nc3ccccc3c2s1)Cc1ccccc1
    x	u	10.7%	u	-6.1%	u	-84.5%	x	-104.3%
> CC1=NN(c2nc(-c3ccccc3)cs2)C(=O)C1N=Nc1ccccc1 (stereo not given)
    2.5	-7.3%	-0.2%	6.1%	-9.1%	u	-19.6%	5.9%	-8.2%
> COc1cc(C(=O)Nc2nc3ccc(S(=O)(=O)N4CCOCC4)cc3s2)cc(OC)c1OC
    21.7	-17.1%	0.2%	10.9%	x	i	-15.8%	9.4%	7.0%
> Cc1ccc(-n2nnc3c(=O)oc4ccccc4c32)cc1
    13.7	u	-1.2%	20.1%	-2.7%	u	-9.7%	1.0%	u
> O=C(c1ccco1)N1CCN(C(=O)c2cc(-c3ccccn3)nc3ccc(Cl)cc23)CC1
    -10.4	0.8%	8.1%	4.7%	-4.5%	i	-2.5%	x	5.2%
> COc1cccc(-c2nnc(NC(=O)Cc3cccs3)s2)c1
    67.1	5.2%	-0.1%	23.1%	-2.0%	i	3.9%	-10.9%	0.0%
> CC(C)CCn1c(SCC(=O)OCn2nnc3ccccc3c2=O)nc2ccccc2c1=O
    30.5	-10.5%	0.2%	3.1%	-13.8%	i	-2.5%	-0.3%	3.7%
> CCCCCC(=O)N/N=C(\C)c1ccc(N2CCCCC2)cc1
    -5.1	17.6%	3.8%	u	3.7%	i	-1.1%	9.0%	-1.6%
> O=C(COc1ncnc2ccccc12)Nc1ccc(Cl)c(S(=O)(=O)N2CCOCC2)c1
    25.5	0.7%	0.2%	-4.0%	2.2%	i	19.1%	-2.9%	2.2%
> CCOc1ccccc1NC(=O)c1ccc2c(Cl)c3c(nc2c1)CCCC3
    x	19.9%	0.1%	9.1%	10.0%	i	-0.9%	x	-1.7%
> Cc1cc(C(=O)NCC(=O)OCC(=O)NCCc2ccccc2)ccc1[N+](=O)[O-]
    -8.7	-15.0%	0.0%	-27.2%	0.8%	i	2.0%	0.6%	-10.3%

# Reformatted: eight of the compounds above.
structure | IL1B secr inh | ATXN2 expr inh | Nrf2 activator | Nrf2 inh | A549 tox | ATXN viability | HepG2 tox | MCF10A rerep | TGFb inhibitor
CCN(CCCNC(=O)c1cc2c(Cl)nc3ccccc3c2s1)Cc1ccccc1 | x | u | 10.7% | u | -6.1% | u | -84.5% | x | -104.3%
CC1=NN(c2nc(-c3ccccc3)cs2)C(=O)C1N=Nc1ccccc1 (stereo not given) | 2.5 | -7.3% | -0.2% | 6.1% | -9.1% | u | -19.6% | 5.9% | -8.2%
COc1cc(C(=O)Nc2nc3ccc(S(=O)(=O)N4CCOCC4)cc3s2)cc(OC)c1OC | 21.7 | -17.1% | 0.2% | 10.9% | x | i | -15.8% | 9.4% | 7.0%
Cc1ccc(-n2nnc3c(=O)oc4ccccc4c32)cc1 | 13.7 | u | -1.2% | 20.1% | -2.7% | u | -9.7% | 1.0% | u
O=C(c1ccco1)N1CCN(C(=O)c2cc(-c3ccccn3)nc3ccc(Cl)cc23)CC1 | -10.4 | 0.8% | 8.1% | 4.7% | -4.5% | i | -2.5% | x | 5.2%
COc1cccc(-c2nnc(NC(=O)Cc3cccs3)s2)c1 | 67.1 | 5.2% | -0.1% | 23.1% | -2.0% | i | 3.9% | -10.9% | 0.0%
CC(C)CCn1c(SCC(=O)OCn2nnc3ccccc3c2=O)nc2ccccc2c1=O | 30.5 | -10.5% | 0.2% | 3.1% | -13.8% | i | -2.5% | -0.3% | 3.7%
CCCCCC(=O)N/N=C(\C)c1ccc(N2CCCCC2)cc1 | -5.1 | 17.6% | 3.8% | u | 3.7% | i | -1.1% | 9.0% | -1.6%

# Carrying on.
# Below each compound – IL1B secr inh	ATXN2 expr inh	Nrf2 activator	Nrf2 inh	A549 tox	ATXN viability	HepG2 tox	MCF10A rerep	TGFb inhibitor
> COCCSc1nnc(NC(=O)CSCc2ccccc2)s1
    14.7	4.2%	-0.8%	4.4%	3.5%	u	-20.1%	-3.6%	-3.4%
> CCc1ccccc1NS(=O)(=O)c1cc(C)ccc1OC
    12.2	-4.5%	0.2%	x	0.8%	i	4.7%	-0.9%	-8.9%
> O=C(O)CN=C1NC2(CCCCC2)Cc2ccccc21
    9.5	6.5%	0.0%	9.1%	-8.2%[1.84 µM]	i	0.1%	-11.9%	0.1%
> CC(C)(C)C1CCc2nc(NC(=O)c3cccc(Cl)c3)sc2C1 (stereo not given)
    x	15.9%	-0.3%	u	-9.9%	u	-12.3%	x	8.8%
> CN(C)c1nc(=Nc2cccc(Cl)c2)ss1
    -9.5	x	u	10.2%	0.8%	u	-32.2%	-2.1%	0.282µM*
> CCOC(=O)N1CCN(C(=O)CNC(=O)Cn2cnc3ccccc3c2=O)CC1
    0.0	x	-0.2%	-2.3%	4.5%	i	-0.9%	-1.7%	19.2%
> N#CCCN(C(=O)COC(=O)C1CCN(S(=O)(=O)c2cccs2)CC1)c1ccccc1
    41.7	-1.0%[11.3 µM]	-0.8%	3.4%	0.9%	i	1.4%	-1.6%	6.1%
> CC(C)(O)C(=O)NNC(=S)Nc1cccc(C(F)(F)F)c1
    -9.7	-12.2%	0.6%	3.4%	4.9%	i	-0.1%	-0.3%	5.6%
> Cc1cc(NC(=O)CSc2nnc(-c3ccccc3)n2Cc2ccco2)no1
    -20.0	-8.8%	-0.9%	3.2%	-2.0%	i	1.3%	-2.4%	-2.1%
> CCn1ncc(CNC(=O)C2(C)CC2(Br)Br)c1C (stereo not given)
    -16.4	-20.9%	-1.4%	0.5%	2.5%	i	-4.3%	17.6%	5.2%
> COc1ccc(S(=O)(=O)N2CCCC2)cc1C(=O)O
    10.2	x	0.0%	5.1%	16.4%	i	-9.9%	-2.5%	-11.1%
> O=[N+]([O-])c1ccc2nc(NCCCO)nc(-c3ccccc3)c2c1
    -20.7	-2.7%	5.6%	1.9%	-1.4%	i	-38.4%	14.6µM*	u
